# Assay outcomes as filed in PubChem BioAssay.
# OX1R antag-1 – antagonists of human orexin 1 receptor | O43613 | CHO/OX1R cells, Fluo-8 calcium fluorescence, orexin A | inhibition, % at 5 µM | hit rate 0.43% among 330,000 | AID 434989;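 active = inhibition above its plate's threshold, mean inhibition of all tested compounds on the plate plus 3 SD, cut at about 37% in these data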;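 note: 0% = orexin A challenge wells and 100% = SB-334867-A antagonist wells; not every result past the cut was called active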
# Target sequence (O43613 whole entry, looked up): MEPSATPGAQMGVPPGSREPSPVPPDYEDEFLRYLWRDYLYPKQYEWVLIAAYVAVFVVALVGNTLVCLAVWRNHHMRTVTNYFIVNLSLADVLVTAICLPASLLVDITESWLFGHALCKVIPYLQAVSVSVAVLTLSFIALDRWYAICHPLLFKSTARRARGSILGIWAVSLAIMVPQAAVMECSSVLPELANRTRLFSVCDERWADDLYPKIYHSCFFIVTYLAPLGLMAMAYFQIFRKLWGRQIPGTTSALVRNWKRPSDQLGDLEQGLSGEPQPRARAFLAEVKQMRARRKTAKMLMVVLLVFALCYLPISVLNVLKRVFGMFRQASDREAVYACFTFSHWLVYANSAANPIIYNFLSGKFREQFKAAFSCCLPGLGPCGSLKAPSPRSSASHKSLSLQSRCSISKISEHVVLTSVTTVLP
# OX1R antag-2 – OX1R (human) antagonism. O43613. OX1R-expressing cells, FRET antagonist read-out. inhibition, % at 6.6 µM. hit rate 1.8% among 330,000. AID 485270; in the data active = inhibition mostly above about 38%, no sharp cut-off; inactive = mostly below about 40%;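 note: 0% = agonist challenge alone and 100% = reference antagonist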
# STK33 inh – inhibitors of human STK33 kinase; hit rate 0.073% among 320,000; Q9BYT3; AID 2661; purified STK33, MBP phosphorylation, ADP-Glo luminescence; inhibition, % at 10 µM;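 active = inhibition at or above 25%, using the most active replicate where run in duplicate; inactive = inhibition below 25%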
# Target sequence (Q9BYT3 whole entry, looked up): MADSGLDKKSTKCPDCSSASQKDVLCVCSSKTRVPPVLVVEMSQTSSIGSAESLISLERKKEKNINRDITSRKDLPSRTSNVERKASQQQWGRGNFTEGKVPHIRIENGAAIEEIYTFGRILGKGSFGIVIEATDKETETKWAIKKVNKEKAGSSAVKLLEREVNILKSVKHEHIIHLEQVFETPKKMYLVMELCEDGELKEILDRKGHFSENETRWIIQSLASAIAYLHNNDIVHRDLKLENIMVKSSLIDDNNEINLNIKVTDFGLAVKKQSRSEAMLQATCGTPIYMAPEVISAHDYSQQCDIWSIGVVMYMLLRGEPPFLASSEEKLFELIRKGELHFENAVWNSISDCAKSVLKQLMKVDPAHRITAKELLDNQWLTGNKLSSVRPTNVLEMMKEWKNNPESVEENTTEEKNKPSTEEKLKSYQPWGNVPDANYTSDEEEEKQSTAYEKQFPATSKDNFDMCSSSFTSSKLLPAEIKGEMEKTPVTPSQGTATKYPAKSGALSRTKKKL
# Active calls of the source: *; x = not tested or not shown.
SMILES,OX1R antag-1,OX1R antag-2,STK33 inh
O=C(CN1C(=O)NC2(CCCC2)C1=O)N1CCN(S(=O)(=O)c2ccc(Cl)cc2)CC1,-26,5,-0.2
Cc1ccc(C)c(S(=O)(=O)N2CCN(C(=O)/C=C/c3ccco3)CC2)c1,-16,3,1.1
O=C(N/N=C/c1ccccn1)C(O)c1ccccc1 (stereo not given),-15,11,-13
COc1ccc(CCNC(=O)CN2C(=O)c3ccccc3S2(=O)=O)cc1,-4,-1,-2.6
O=C(Cn1cc2c(n1)CCCC2)NCc1cccnc1,-3,13,-1.8
COc1cccc(NC(=O)N2CCCc3ccccc32)c1,12,7,1.1
COc1ccc(NC(=O)CSc2nnc(C)c(=O)n2N)cc1,-21,0,-1.3
COc1ccc(C2=NN(C(=O)CSc3nc4ncc(Cl)cc4[nH]3)C(c3ccco3)C2)cc1 (stereo not given),-20,8,2.4
CN(CC(=O)Nc1ccccc1Br)C(=O)c1ccccc1OCc1ccc(F)cc1,-32,11,0.6
COCCNC(=O)c1ccc2c(c1)ncn2-c1ccc(F)c(F)c1,-12,7,1.3
CN(CCO)c1cc(Sc2nc3ccccc3s2)c2nonc2c1[N+](=O)[O-],70*,67*,1.4
COc1cccc(OCCNC(=O)c2cccc(OC)c2)c1,-6,10,-1.4
Cc1ccccc1-n1nnnc1SC1CCOC1=O (stereo not given),-37,20,-0.4
COc1ccc(NC(=O)CN2C(=O)COc3ccc(S(=O)(=O)N4CCCCC4)cc32)c(OC)c1,-32,3,-2.9
CCOC(=O)N1CCN(c2nc(C)c3c(n2)CC(C)CC3=O)CC1 (stereo not given),-3,5,0.7
O=C(Nc1ccccc1C(=O)Nc1ccccc1)c1ccccc1Br,-13,12,-0.9
CCC(CC)NC(=O)c1ccc(NS(=O)(=O)c2ccc3[nH]c(=O)[nH]c3c2)cc1,-9,1,-1.0
Cc1nn(C(C)C(=O)c2cccc(Cl)c2)c(C)c1[N+](=O)[O-] (stereo not given),-17,7,-1.2
CCOC(=O)N1CCN(S(=O)(=O)c2ccc(OC)c(C(=O)N3CCCCC3)c2)CC1,-10,46,0.8
O=C(NCN1C(=O)C2C3C=CC(C3)C2C1=O)Nc1nncs1 (stereo not given),-11,12,0.2
CCNC(=O)CC1C(=O)N(c2ccc(F)cc2)C(=O)N1Cc1ccc(OC)cc1 (stereo not given),-14,14,0.2
COc1ccc(/C=C\c2cc(OC)c(OC)cc2CC[N+](C)(C)C)cc1OC,14,6,-1.1
ONC(=Nc1cccc(C(F)(F)F)c1)c1cccnc1,0,6,-1.9
CC1CCC(C(C)C)C(OC(=O)CSc2nnc(N)s2)C1 (stereo not given),-17,13,x
COc1ccc(S(=O)(=O)N2CCCCC2)cc1NC(=S)Nc1cccc(Cl)c1C,-18,9,-0.6

# Compound profiles (already shown). Values in the order: OX1R antag-1 | OX1R antag-2 | STK33 inh
# `CCC(CC)NC(=O)c1ccc(NS(=O)(=O)c2ccc3[nH]c(=O)[nH]c3c2)cc1` is entered as -9 | 1 | -1.0
# `COc1ccc(NC(=O)CSc2nnc(C)c(=O)n2N)cc1` is entered as -21 | 0 | -1.3
# `O=C(NCN1C(=O)C2C3C=CC(C3)C2C1=O)Nc1nncs1` (stereo not given) is entered as -11 | 12 | 0.2
# `COc1ccc(S(=O)(=O)N2CCCCC2)cc1NC(=S)Nc1cccc(Cl)c1C` is entered as -18 | 9 | -0.6
# `O=C(Cn1cc2c(n1)CCCC2)NCc1cccnc1` is entered as -3 | 13 | -1.8

# Remaining list, next part
SMILES,OX1R antag-1,OX1R antag-2,STK33 inh
Cc1c(-c2ccc(F)cc2)[n+](=O)c2c(n1[O-])CCCCC2,-5,-1,1.1
CCOC(=O)COc1ccc(S(=O)(=O)N2CCN(c3ccccc3)CC2)cc1,-4,19,-1.9
CCC(=O)N(c1ccc(C(=O)O)cc1)c1nc(-c2ccc(OC)cc2)c(C)s1,-5,23,-2.1
CCCCCCCCOC(=O)C[N+](C)(C)C/C=C(/C)Cl,-11,15,-1.7
CC(C)(CO)Nc1nc(Cl)nc(NC2CCCCC2)n1,-4,-2,-0.4
COc1cc2[nH]c(=O)n(CCC(=O)N3CC=C(c4ccccc4)CC3)c(=O)c2cc1OC,-6,19,1.0
CC(C)n1cnc2c(Nc3cccc(Cl)c3)nc(NCCCO)nc21,-21,21,66*
COc1ccc(CNc2n[nH]c(NCc3ccc(OC)c(OC)c3)n2)cc1OC,-24,9,-1.0
CC(O)Cn1c(N2CCCC2)nc2c1c(=O)n(C)c(=O)n2C (stereo not given),-12,11,-3.3
N/C(CSc1nc(-c2ccccc2)c(-c2ccccc2)o1)=N\O,-1,19,1.2
COc1ccccc1C(=O)NC(CCSC)C(=O)NC1CC1 (stereo not given),-7,6,6.1
O=C(COc1ccc(Cl)cc1)Nc1ccccc1CO,-8,14,-1.2
CCN(CC)C(=O)OCCc1cc2ccccc2c(=O)o1,-12,4,-1.4
CSc1nc(C)c(C(=O)C[n+]2ccccc2)cc1C#N,-17,21,1.3
CCOc1ccccc1NC(=O)NC1Cc2ccccc2C1,-19,7,-0.9
Cc1ccc2[nH]c(-c3ccccc3)c(CN3CCCC3)c(=O)c2c1,-17,50,-0.6
CCCCN(C(=O)Nc1ccc(Cl)cc1)C1CCN(C(C)=O)CC1,-6,8,0.1
CC(=O)N1CCOc2ccc(S(=O)(=O)N3CCC(C(=O)Nc4ccc(C)cc4C)CC3)cc21,-14,17,-0.9
NS(=O)(=O)c1ccc(CCNC(=O)CCc2ccccc2)cc1,-5,1,0.2
O=C(N/N=C/c1ccc(OC(=O)c2ccccc2)c([N+](=O)[O-])c1)c1ccc(O)cc1,-4,36,0.9
Cc1ccc(NC(=O)CN(C)C(=O)CCOc2ccccc2C)cc1,-22,14,0.4
CCN(C=NC1=NN(c2cccc(C(F)(F)F)c2)CC1)CC,-6,16,0.2
O=C(O)c1ccc2nc(CO)[nH]c2c1,-19,33,-0.8
CCN1CCCC1CNC(=O)Cn1cc2c(n1)CCC(C)C2 (stereo not given),-1,4,-0.5
C=CCN1C(=O)/C(=C\c2ccc(OC(=O)c3ccco3)c(OC)c2)SC1=S,5,8,x
SMILES,OX1R antag-1,OX1R antag-2,STK33 inh
Cc1nn(C)c(C)c1NC(=O)COc1ccccc1C#N,-7,0,0.0
O=c1c2ccccc2cnn1Cc1nnc(-c2cccs2)o1,-20,26,-1.2
CC1=CC(C)(C)[N+](C)(C)c2ccc(C)cc21,-7,6,-1.1
Cc1ccc(-c2nnc(CCC(=O)NCc3csc(C)n3)o2)s1,-18,14,-1.7
COC(=O)Cc1cc(=O)n2[nH]c(C(F)(F)F)nc2n1,8,14,1.3
CC(=O)c1cccc(NC(=O)/C(=C\c2cccnc2)NC(=O)c2ccco2)c1,-1,5,1.2
O=C(c1cc2n(n1)C(C(F)(F)F)CC(c1ccco1)N2)N1CCc2ccccc2C1 (stereo not given),-17,12,0.6
CCOc1cc(-c2nc(C)c(C(C)=O)n2O)ccc1OCC(=O)Nc1ccc(F)cc1,-16,6,1.2
CCCC(=O)Nc1ncnc2c1ncn2[C@@H]1O[C@@H]2OP(=O)(O)OC[C@H]2[C@H]1OC(=O)CCC,4,11,-1.8
N/C(=N\OC(=O)c1ccco1)c1cccc(Br)c1,-13,9,x
Cc1ccc(S(=O)(=O)N(C)C)cc1NC(=O)COC(=O)CN1C(=O)c2ccccc2C1=O,-9,7,-1.2
Cc1cc(O)c(C(C)C)cc1NC(=O)c1cccc(Cl)c1,-4,22,1.6
CC(=O)N1CSCC1C(=O)N1CCN(c2ccc(N3CCOCC3)nn2)CC1 (stereo not given),2,12,0.2
CC(C)CCNC(=O)NC(=O)COC(=O)/C=C/c1cc(Br)ccc1F,-14,8,-0.2
CCOC(=O)C1(C)NC(c2ccco2)C2C(=O)N(c3ccc(C)cc3)C(=O)C21 (stereo not given),-21,8,-1.0
CC(Nc1cc(N2CCN(S(=O)(=O)N(C)C)CC2)ccc1[N+](=O)[O-])c1ccccc1 (stereo not given),-22,9,-2.2
CSCCC(NC(N)=O)C(=O)NCc1ccccc1Cl (stereo not given),-30,25,-0.1
CCOC(=O)/C(=N/Nc1ccc(OC)cc1)Sc1nnc(CCc2ccccc2)n1-c1ccccc1,-24,13,-2.2
CO/N=C(/CNC(=O)c1ccccc1Cl)c1ccc(Cl)cc1,-14,16,-0.5
CCCCc1cc(=O)oc2cc(OCC(=O)NCCN3CCOCC3)ccc12,-15,9,-0.2
COCCn1c(C)cc(/C=C(\C#N)C(=O)OCC(=O)N(C)c2c(N)n(Cc3ccccc3)c(=O)[nH]c2=O)c1C,-23,23,-0.5
CNS(=O)(=O)c1ccc(NC(=O)C2CC(=O)N(c3ccc(Cl)cc3)C2)cc1 (stereo not given),-20,10,1.1
COC(=O)c1ccc2c(=O)[nH]c(CCl)nc2c1,-5,5,0.4
O=C(CN1CCOCC1)Nc1ccc(Cl)c(Cl)c1,2,-2,-0.6
COc1ccc(-c2ccc3c(N)c(C(=O)NC(C)C)sc3n2)cc1OC,-34,19,0.6
SMILES,OX1R antag-1,OX1R antag-2,STK33 inh
COc1ccc(S(=O)(=O)NCc2ccc(C(=O)NCc3cccnc3)cc2)cc1,-17,24,-2.8
Cc1ccc(S(=O)(=O)N2CCOCC2)cc1NC(=O)COC(=O)c1ccc2c(c1)OCCO2,-24,9,-0.7
CCCCN(Cc1ccccc1)C(=O)C1CCN(Cc2sccc2C)CC1,-27,8,-0.3
COc1ccccc1CC(NC(C)=O)C(=O)N1CCN(C(=O)c2cccs2)CC1 (stereo not given),-5,7,-1.1
Cc1cccc(C)c1NS(=O)(=O)c1cc2c3c(c1)CCN3C(=O)CC2,-11,12,-0.4
COCCN(C(=O)COc1ccccc1C#N)c1c(N)n(Cc2ccccc2)c(=O)[nH]c1=O,-16,14,-0.9
COc1cc(/C=N/Nc2ccc(Cl)cc2)ccc1OC(=O)c1cccs1,-12,12,-0.6
Cn1c(N)c(C(=O)COC(=O)/C=C/c2cccc(Cl)c2)c(=O)n(C)c1=O,1,7,-1.1
Cc1ccc2c(c1)nnn2C1CCN(S(=O)(=O)c2cccc(S(=O)(=O)N(C)C)c2)CC1,35,35,-3.8
Cn1c(=O)n(CCOc2ccccc2Cl)c2ccccc21,-28,12,-1.4
CCCCCCC(=O)N(O)C1CC(=O)N(c2ccc(Cl)cc2)C1=O (stereo not given),-18,21,-1.2
COc1ccc(CNC(=O)Cn2ncn3c(cc4ccccc43)c2=O)cc1,-10,12,0.1
CCC(=O)OCC(=O)Nc1cc(S(=O)(=O)N(C)C)ccc1Cl,-15,14,x
CCOC(=O)Nc1sc(C(=O)N(CC)CC)c(C)c1C(=O)OCC,-32,6,-0.8
CCNC(=S)N1CCCC(C(N)=O)C1 (stereo not given),-8,5,2.1
Cc1ccc(-c2cc(C(=O)Nc3ccccc3C)c3ccccc3n2)o1,-19,13,-0.7
CCCN1CCC(NC(=O)CC2C(=O)NCCN2Cc2ccccc2C)CC1 (stereo not given),-12,18,0.5
Cc1ccc(OCC(=O)Nc2oc(-c3ccccc3)c(-c3ccccc3)c2C#N)cc1,4,49,-1.5
O=C(CSc1ccccc1F)NCCN1C(=O)CSC1=O,11,7,-4.1
O=C(Cc1ccccc1)N1CCN(c2ncccn2)CC1,-3,15,-0.5
O=C(NN1C(=O)C2C3C=CC(O3)C2C1=O)c1cccc(O)c1 (stereo not given),7,5,-0.4
O=C(Nc1cccc(Cl)c1Cl)Nn1cnnc1,-4,11,-0.4
COc1cccc(-n2c(=O)[nH]cc(C(=O)Nc3ccc(NC(C)=O)cc3)c2=O)c1,-10,10,0.8
CC1CC(C)CN(CCCNC(=O)c2cn(C)c3ccc(S(=O)(=O)N4CCCC4)cc3c2=O)C1 (stereo not given),-13,11,0.9
C=CCN(c1ccccc1)S(=O)(=O)c1cccc(C(=O)N(CC)CC(=O)Nc2c(F)cccc2F)c1,-20,26,-0.8

# Limited to OX1R antag-2, for 5 of the compounds above:
SMILES	OX1R antag-2
Cn1c(N)c(C(=O)COC(=O)/C=C/c2cccc(Cl)c2)c(=O)n(C)c1=O	7
Cc1ccc2c(c1)nnn2C1CCN(S(=O)(=O)c2cccc(S(=O)(=O)N(C)C)c2)CC1	35
Cn1c(=O)n(CCOc2ccccc2Cl)c2ccccc21	12
CCCCCCC(=O)N(O)C1CC(=O)N(c2ccc(Cl)cc2)C1=O (stereo not given)	21
COc1ccc(CNC(=O)Cn2ncn3c(cc4ccccc43)c2=O)cc1	12

# (more compounds)
SMILES,OX1R antag-1,OX1R antag-2,STK33 inh
CC(CN(C)Cc1ccccc1)OC(=O)c1ccc(F)cc1 (stereo not given),-14,8,-0.6
CCOC(=O)CC(=O)CSc1nc2cc(C)ccc2cc1C,-50,23,-1.2
CN1CCN(c2ccc(NC(=O)c3ccc(Br)o3)cc2)CC1,15,10,12
COc1ccc2ccccc2c1/C=N/NC(=O)c1sc(N)c(C#N)c1C,-9,40,1.2
N=c1c2c(ncn1CCCO)Oc1ccc3ccccc3c1C2c1ccccc1 (stereo not given),-37,7,-0.2
COc1ccccc1N(CC(=O)NCC(C)C)S(=O)(=O)c1cccs1,-20,10,-1.8
S=c1[nH]nc(COc2ccc(Cl)cc2Cl)n1-c1ccccc1,-9,10,-0.8
CCN(C(=O)CSc1nc(C)nc2sc3c(c12)CCC3)C1CCS(=O)(=O)C1 (stereo not given),-35,1,-0.3
CCNC(=S)NNC(=O)c1csc(CC)c1,-9,19,1.1
O=C(N/N=C/c1ccc(Br)o1)c1ccc2c(c1)OCCO2,-6,4,2.1
COC(=O)C1=C(C)N(Cc2ccccc2)C(=NCC2CC2)N[C@H]1c1ccccc1,-8,6,0.6
CN(C)CCCN(C(=O)c1sc2ccccc2c1Cl)c1nc2ccc(F)cc2s1,-14,18,0.2
Cn1c(=O)c2c(nc3n2CCS3)n(C)c1=O,-6,9,-0.1
